Screens deposited in PubChem BioAssay by several laboratories.
HCV core dimer: HCV core protein dimerization inhibition. TR-FRET GST/Flag-core106 dimerization, 1536-well. inhibition, % at 5 µM. 0.33% of 300,000 active;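 active means inhibition above the mean of all tested compounds plus 3 SD, set per screening campaign, cut at about 45% in these data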
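test system = GST/Flag-tagged HCV core106 proteins | probe or stimulus = Eu donor and XL665 acceptor anti-tag antibodies | times = compound-protein-antibody incubation 4 h at 22.5 °C | signal = TR-FRET, excitation 340 nm, emission 617 and 671 nm | measure = percent inhibition of core106 dimerization signal | controls = wells lacking GST-core106 and wells with excess unlabelled core106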
PP5 inh: inhibitors of human protein phosphatase 5 (PP5); P53041; purified PP5c, OMFP substrate fluorescence; inhibition, % at 6.7 µM; 0.18% of 320,000 active;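 active means inhibition above the campaign's mean inhibition across all tested compounds plus 3 SD, cut at about 9.5% in these data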;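 further: 0% = DMSO only and 100% = 100 µM cantharidin control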
Target sequence (P53041 whole entry, looked up): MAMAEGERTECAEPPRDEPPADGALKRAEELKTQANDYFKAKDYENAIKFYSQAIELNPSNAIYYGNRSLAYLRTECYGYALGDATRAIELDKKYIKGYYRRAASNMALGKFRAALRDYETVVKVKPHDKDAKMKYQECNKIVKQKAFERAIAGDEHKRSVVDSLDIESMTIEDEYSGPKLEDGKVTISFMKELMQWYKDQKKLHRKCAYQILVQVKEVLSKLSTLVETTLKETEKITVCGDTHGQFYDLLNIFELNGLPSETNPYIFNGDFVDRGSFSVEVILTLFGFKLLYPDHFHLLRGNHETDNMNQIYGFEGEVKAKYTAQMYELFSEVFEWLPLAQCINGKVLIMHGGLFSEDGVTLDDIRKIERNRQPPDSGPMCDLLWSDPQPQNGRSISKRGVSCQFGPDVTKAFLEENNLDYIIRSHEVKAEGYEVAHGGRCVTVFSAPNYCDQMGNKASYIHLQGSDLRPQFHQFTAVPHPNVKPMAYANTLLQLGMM
JMJD2C inh: inhibitors of human GASC-1 (JMJD2C) demethylase; 0.069% of 330,000 active; inhibition, % at 2.35 µM; GST-JMJD2C(1-420) H3K9me3 demethylation, DELFIA europium; Q9H3R0;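 active means more than half of a compound's replicate wells show inhibition beyond 50%, single wells judged on their own value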;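 further: signal counts dimethyl H3K9 product captured on neutravidin plate; 0% = median of DMSO wells and 100% = 0.3 times that DMSO median; strong numbers were not always called active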
Target sequence (Q9H3R0 1-420 limits assumed): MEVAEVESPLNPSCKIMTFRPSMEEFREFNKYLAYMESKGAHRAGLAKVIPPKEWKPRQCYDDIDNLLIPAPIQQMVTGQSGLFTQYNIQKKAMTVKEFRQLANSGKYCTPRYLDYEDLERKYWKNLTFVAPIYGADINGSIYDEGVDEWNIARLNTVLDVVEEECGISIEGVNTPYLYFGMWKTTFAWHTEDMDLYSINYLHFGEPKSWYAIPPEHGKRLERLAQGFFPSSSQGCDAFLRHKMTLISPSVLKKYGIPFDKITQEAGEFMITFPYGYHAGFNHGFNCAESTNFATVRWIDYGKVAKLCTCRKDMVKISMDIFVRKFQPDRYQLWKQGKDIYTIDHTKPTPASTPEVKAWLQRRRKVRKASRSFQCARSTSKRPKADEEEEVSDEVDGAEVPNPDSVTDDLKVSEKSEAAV
procasp7 counter: counter-screen: procaspase-7 (human) activation; AID 463210; activation, % at 8.5 µM; recombinant procaspase-7, Ac-DEVD-pNA absorbance 405 nm; D23A/D198A/D206A triple mutant, cannot self-cleave; scale: DMSO 0, 5 µM enzyme 100; 0.093% of 330,000 active;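 active means percent activation above the screen-wide mean plus 3 SD, cut at about 25% in these data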
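System: Uncleavable procaspase-7 mutant enzyme; Amount: 2 µM procaspase-7 mutant as dispensed; Schedule: 1 h compound preincubation, 2 h substrate cleavage, 25 °C; Measured by: 405 nm absorbance of p-nitroaniline; Evaluation: percent activation from buffer-corrected 0–120 min absorbance change; Control set: low DMSO alone, high DMSO plus 5 µM PC-7.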
Fh CTSL1 inh: counter-screen for PFM18AAP inhibitors: inhibitors of F. hepatica cathepsin L1. AID 1906. inhibition, % at 5.96 µM. 0.49% of 300,000 active. recombinant F. hepatica cathepsin L1, Z-Leu-Arg-MCA fluorescence;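 active means inhibition above the mean of all tested compounds plus 3 SD, set per screening campaign, cut at about 17% in these data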;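 further: 0% = plate median of test compound wells and 100% = 1 µM Z-Phe-Ala-diazomethylketone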
procasp3 activ: activates human procaspase-3. P42574. 0.11% of 330,000 active. recombinant procaspase-3 D3A, Ac-DEVD-pNA absorbance 405 nm. activation, % at 8.5 µM;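 active means activation above the mean of all tested compounds plus 3 SD, cut at about 21% in these data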;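 further: 0% = DMSO alone and 100% = DMSO wells spiked with extra 5 µM PC-3 D3A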
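Assay system: Autoprocessing-dead procaspase-3 D3A mutant enzyme; also added: Ac-DEVD-pNA; doses: one concentration, 8.5 µM nominal, 0.8% DMSO; times: 1 h compound preincubation, 2 h substrate hydrolysis at 25 °C; technique: 405 nm absorbance of p-nitroaniline, reads at 0 and 120 min; measure: % activation between DMSO and enzyme-spiked controls; repeats: single replicate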
PP1 inh: PP1-alpha (human) inhibition in PP5 counter-screen. inhibition, % at 6.7 µM. AID 2235. purified PP1alpha, OMFP fluorescence. 0.9% of 320,000 active. P62136;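 active means inhibition above the mean inhibition of all tested compounds plus 3 SD, computed separately for each screening campaign, cut at about 15% in these data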
VLA-4 inh: inhibition in a human VLA-4 binding assay; P13612; VLA-4 expressing cells, ligand binding flow cytometry; inhibition, % (about 7 µM as worked out from the volumes in the protocol); 0.2% of 330,000 active; AID 2557; in the data active means inhibition above about 50%
GRK2 aptamer HTS: blocks RNA aptamer binding to human GRK2 | 0.59% of 330,000 active | inhibition of aptamer binding, % at 10 µM | bead flow cytometry, FAM-aptamer displacement from GRK2 | AID 488847;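 active means inhibition of aptamer binding above 40%, roughly 3 SD of noise, on plates passing a quality check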;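 further: median bead fluorescence of bound FAM aptamer so fluorescent compounds give negative values; no value below 0 was filed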
An asterisk follows results filed as active; . = not tested or not shown; & = joins results of further samples. Hits appear at their usual frequency. Share with any hit: about 2.6%.

Sample of the layout, two compounds:
SMILES	HCV core dimer	PP5 inh	JMJD2C inh	procasp7 counter	Fh CTSL1 inh	procasp3 activ	PP1 inh	VLA-4 inh	GRK2 aptamer HTS
CC(C)(C)OC(=O)c1c(N)n(CCCN2CCCC2=O)c2nc3ccccc3nc12	0	2.2	2	-9	2	-4	-3	-4	0
CC(C)(C)OC(=O)NCCCCCc1nnc(SCc2cccc(F)c2)o1	-1	2.0	1	-3	2	1	-2	-1	3

Results, repeating the preview:
SMILES	HCV core dimer	PP5 inh	JMJD2C inh	procasp7 counter	Fh CTSL1 inh	procasp3 activ	PP1 inh	VLA-4 inh	GRK2 aptamer HTS
CC(C)(C)OC(=O)c1c(N)n(CCCN2CCCC2=O)c2nc3ccccc3nc12	0	2.2	2	-9	2	-4	-3	-4	0
CC(C)(C)OC(=O)NCCCCCc1nnc(SCc2cccc(F)c2)o1	-1	2.0	1	-3	2	1	-2	-1	3
O=C1N[C@@H](Cc2ccccc2)C(=O)N2[C@@H]3N(S(=O)(=O)c4ccccc4)c4ccccc4[C@]3(Br)C[C@@H]12	23	-0.2	-10	0	7	-3	-2	7	2
O=C1NC(=Nc2ccc(Cl)cc2)SC1Cc1cccc(Cl)c1Cl (centres undefined)	16	1.9	-1	2	-3	7	1	-1	1
CCCCCC(=O)NC(=S)Nc1ccc(NC(=O)c2ccco2)cc1	-2	1.9	12	-12	8	-5	2	-12	4
O=C(COC(=O)CNS(=O)(=O)/C=C/c1ccccc1)NC1CCS(=O)(=O)C1 (centres undefined)	-1	4.1	6	14	-34	-3	-1	15	3
Cc1cccc(SCC(=O)Nc2ccc3c(c2)OCCO3)c1	-4	3.1	6	3	-2	6	-2	-9	4
CCCCNC(=O)NCCN1CCOCC1	-4	-2.2	-6	0	-3	5	0	4	2
CC(C)n1cc(/C=N/Nc2ccc(C(=O)O)cc2)c2ccccc21	-45	3.5	-9	-6	4	-7	0	18	0
Cc1cc(=O)c2ccc(C(F)(F)F)cc2[nH]1	-9	0.3	-3	1	-4	-17	-5	-4	0
O=C1CN(C(=O)c2ccc(Br)o2)C(c2ccc(F)cc2)c2cc(Cl)ccc2N1 (centres undefined)	-1	5.1	2	-17	-1	3	3	-23	0
C=C(C)C1CCC(C)=C1COC(=O)Nc1ccccc1 (centres undefined)	3	6.3	0	8	-3	4	3	13	3
COc1ccc(NC(=O)N(C)C[C@H]2Oc3c(NC(=O)NC4CCCCC4)cccc3C(=O)N([C@H](C)CO)C[C@@H]2C)cc1	.	.	19	-11	.	8	.	23	3
Cn1c(N)c(S(=O)(=O)N2CCN(Cc3ccccc3)CC2)c(=O)n(C)c1=O	-1	2.0	6	8	-2	6	-1	-4	2
Cc1ccc(C(NC(N)=O)c2ccccc2C)cc1 (centres undefined)	-6	1.1	13	4	-1	2	0	30	4
CCOc1ccc2nc(SCC(=O)NCc3ccc(S(N)(=O)=O)cc3)sc2c1	-2	3.8	-7	3	-2	-3	-1	-12	0
CCOC(=O)CCn1c(CC(=O)OCC)nc2ccccc21	-3	1.4	4	-2	-2	6	-5	7	0
O=C(NNC(=O)C1COc2ccccc2O1)c1ccccc1 (centres undefined)	-2	2.5	-2	-7	0	2	-4	-9	0
O=C(Nc1ccccc1)NC1(C(=O)NCc2ccco2)CCCCC1	-7	-2.2	2	-2	0	-10	0	-3	0
Cc1nn(CCC#N)c2nc(-c3ccccc3)cc(C(F)(F)F)c12	-1	-3.4	-10	-7	-4	-5	5	-6	6
Cc1c(C(=O)N2CCN(C(=O)c3ccco3)CC2)sc2nc(-c3ccc(F)cc3)cn12	0	2.5	2	2	0	9	3	14	0
CC(C)c1cc(=O)oc2c3c4c(cc12)CCCN4CCC3	11	2.0	0	7	4	1	4	-134	7
S=C(NC1CCCCC1)N1CCOCCOCCN(C(=S)NC2CCCCC2)CCOCCOCC1	8	2.0	-2	8	-3	1	-9	0	0
Cc1cc2cc(C)c3nnc(SCC(=O)Nc4ccc(S(=O)(=O)N5CCCCC5)cc4)n3c2cc1C	13	-0.1	-3	7	-1	7	2	2	3
CN1CCN(S(=O)(=O)c2ccc(-c3ccc(Cl)cc3)cc2)CC1	-5	2.6	-1	3	-2	-2	0	1	0

Remaining list, next part
SMILES	HCV core dimer	PP5 inh	JMJD2C inh	procasp7 counter	Fh CTSL1 inh	procasp3 activ	PP1 inh	VLA-4 inh	GRK2 aptamer HTS
CCOC(=O)C1CCCN(C(=O)c2cc(-c3ccc(C)cc3)on2)C1 (centres undefined)	-2	0.5	2	11	-2	-9	2	5	0
COc1ccc(NC(=O)COc2coc(CN3CCN(c4ccccc4)CC3)cc2=O)cc1	0	0.7	-7	-3	-1	-5	-5	12	1
CC(=O)Nc1ccc(NC(=O)c2ccc(CSc3ccccc3)o2)cc1	-1	2.1	-11	2	3	7	-2	4	4
Cc1cc(C(=O)N/N=C/C=C/c2cccc([N+](=O)[O-])c2)n[nH]1	-11	-1.3	-1	-4	4	-1	3	18	2
CCN1C(=O)CC(NCc2ccc(S(N)(=O)=O)cc2)C1=O (centres undefined)	0	1.4	-9	-11	-2	3	2	-9	0
COCC(=O)Nc1nc(-c2ccccc2)ns1	1	3.9	4&0	4	-5	-1	-6	4	2
CC(C)[C@@H](C(=O)NCC1CCC(C(=O)O)CC1)n1nnc2ccccc2c1=O (some centres undefined)	-4	0.7	9	-2	0	-6	-1	1	2
CCOC(=O)C1=C(N)N2C(=O)C(C)SC2=C(C(=O)OCC)C1c1ccccc1 (centres undefined)	4	-0.7	10	-2	0	0	-2	6	0
COC(=O)Cn1c2ccc(OC)cc2c2nc(C)sc21	-1	0.1	5	4	-2	11	-3	2	0
O=C(CN1C(=O)c2cccc3cccc1c23)NC1CCCCC1	-2	0.4	9	-3	0	-2	-1	31	0
COc1ccccc1-c1nnc(SCC(=O)N2CC(C)CC(C)C2)o1 (centres undefined)	-1	4.3	5	0	1	3	4	16	0
CC1CCC(C(=O)NC(C(=O)N2CCN(c3ccccn3)CC2)C(C)C)CC1 (centres undefined)	-1	2.2	-1	-2	1	1	-5	14	3
O=C(NCCN1CCN(c2ccccc2Cl)CC1)Nc1ccccc1	4	0.6	3	4	-4	15	-2	3	0
CC(=O)Nc1ccc(/C=C/c2ccc3cccc([N+](=O)[O-])c3n2)cc1	-3	5.2	24	-7	5	-6	-1	-2	0
Cc1c(Br)c([N+](=O)[O-])nn1CC(=O)N(C)Cc1ccccc1	3	-1.4	13	7	3	7	-4	2	0
COC(=O)[C@]1(C)N[C@H](CN(C)S(=O)(=O)c2ccccc2)[C@@H]2C(=O)N(Cc3ccccc3)C(=O)[C@@H]21	.	.	4	-17	.	2	.	41	2
CC(C)(C)c1ccc(OCC(=O)NC2CCS(=O)(=O)C2)cc1 (centres undefined)	4	3.8	4	0	2	7	2	2	2
COc1ccc(OCC(=O)NCCNC(=O)c2cccnc2)cc1	0	0.4	15	-1	-3	1	-2	-1	2
Cc1ccc(S(=O)(=O)N2CCN(C(=O)c3n[nH]c4ccccc34)CC2)cc1	.	6.3	0	-8	.	3	-1	-2	0
CN(C)C1=NC(=O)/C(=C\c2ccccc2)S1	-1	1.3	5	9	-6	0	-2	3	0
O=C(O)COc1c(-c2ccccc2)oc2ccccc2c1=O	-3	5.5	-1	3	-2	2	-9	1	2
Cc1ccc(-c2cc(N)n3nc(-c4ccc(C)cc4)cc3n2)cc1	5	4.2	-1	10	2	1	3	1	4
c1cc2c(cc1Cn1cnnn1)OCO2	3	1.8	-3	-3	-1	-6	-1	0	0
CC(C)Cc1nnc(NC(=O)CSc2nc(-c3ccccc3)cc(=O)[nH]2)s1	5	2.6	0	12	-1	1	3	10	1
CN(C)S(=O)(=O)N1CCN(S(=O)(=O)N2CCOCC2)CC1	-4	0.5	5	3	2	6	6	1	1

Going on with the list.
SMILES	HCV core dimer	PP5 inh	JMJD2C inh	procasp7 counter	Fh CTSL1 inh	procasp3 activ	PP1 inh	VLA-4 inh	GRK2 aptamer HTS
Brc1[nH]nc2ccccc12	5	0.2	-5	9	-2	7	0	11	0
c1cncc(-c2ccc3[nH]ccc3c2)c1	.	-1.2	-2	1	.	4	-7	13	0
O=C(c1ccc(Br)s1)N1CCN(Cc2ccc3c(c2)OCO3)CC1	-2	1.1	2	13	1	8	1	8	0
COc1ccc(CNC(=O)C/C(C)=N/NC(=O)c2ccccc2OC)cc1	11	3.5	-4	1	-3	-1	-3	24	0
NC(N)=N/N=C/c1cccc([N+](=O)[O-])c1O	1	3.0	18	11	-2	-7	-1	7	1
COCCCN1C(=O)CS/C1=N\S(=O)(=O)c1ccccc1	-3	-2.4	-2	-7	-3	0	-3	3	0
CCOC(=O)C(=O)N=Nc1c(O)n(C)c2ccccc12	-9	-2.9	4	2	-5	-10	-2	11	0
CC(C)C(c1nnnn1Cc1ccco1)N1CCC(C(N)=O)CC1 (centres undefined)	2	-5.1	5	-23	10	-18	-7	-11	1
CCNS(=O)(=O)c1ccc(NC(=O)CC(C)c2ccccc2)cc1 (centres undefined)	-1	-0.4	-13	-3	-2	-3	-1	1	0
COc1ccc(C(=O)CSc2nc(C)cc(C)n2)cc1C	5	0.0	-11	-1	0	1	-3	-2	2
CCc1ccc2c(CN3CCN(S(=O)(=O)c4ccccc4F)CC3)cc(=O)oc2c1	.	.	-7	-1	.	7	.	2	0
C[C@H](CO)N1C[C@H](C)[C@@H](CN(C)S(=O)(=O)c2cn(C)cn2)Oc2ccc(NS(=O)(=O)c3ccccc3)cc2C1=O	.	.	-43	0	.	-7	.	2	6
COc1ccc(NC(=O)N(C)C[C@H]2Oc3c(NC(=O)c4nc5ccccc5s4)cccc3C(=O)N([C@@H](C)CO)C[C@H]2C)cc1	.	.	0	5	.	0	.	2	2
COc1ccc(CCNC(=O)C2CCN(S(=O)(=O)N3CCCCCC3)CC2)cc1OC	-4	0.1	-6	4	2	-4	-3	-5	0
Cc1onc(-c2ccccc2Cl)c1C(=O)NCc1ccco1	57*	0.2	4	-7	9	3	6	-18	4
CC(C)c1ccc(NC(=O)COc2nncc3ccccc23)cc1	-13	1.6	-5	1	3	9	-2	10	1
CCOc1ccc(NC(=O)COC(=O)CCN2C(=O)C3CC=CCC3C2=O)cc1OCC (centres undefined)	.	1.2	9	-2	.	2	2	8	9
CCOC(=O)C1=C(N)Oc2cc(O)ccc2C1c1ccc(Br)cc1 (centres undefined)	3	0.1	-13	0	5	-5	0	8	0
CC(C)(C)NC(=O)CN(C(=O)c1ccc(CN2CCOCC2)o1)c1ccc2c(c1)OCCO2	-4	2.4	-12&-3	-6	0	1	-2	6	0
O=C(NCc1ccccc1)NC1(C(=O)N2CCN(c3ccccc3)CC2)CCCCC1	-4	0.8	-18	2	0	4	0	1	1
O=C(COc1coc(CN2CCN(c3ccc(F)cc3)CC2)cc1=O)NC1CCCC1	0	1.0	-11	3	5	1	0	-5	1
COc1ccccc1CNc1ccc(N2CCCCC2)cc1	-7	-1.3	5	4	-6	-3	10	19	3
